AGP1-GFP MLPCN = alters AGP1-GFP fluorescence in TOR pathway yeast screen. AID 2066. GFP response vs DMSO, % at 10 µM. S. cerevisiae AGP1-GFP multiplex flow cytometry, 3 h; GFP as percent of DMSO wells. 0.02% of 320,000 active;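 active = GFP response relative to DMSO above a set limit, near screen average plus 3 SD, cut at about 150% in these data; inconclusive = fewer than 70 cells counted for the yeast strain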;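 note: median GFP channel fluorescence of the gated AGP1 strain per well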
Bcl-xL primary = inhibitors of human Bcl-xL. Q07817. GST-Bcl-xL / FITC-Bim BH3 peptide fluorescence polarization. inhibition, % at 10.9 µM. 0.7% of 320,000 active;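 active = inhibition above the mean of all tested compounds plus 3 SD, cutoff set per campaign, cut at about 30% in these data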;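 note: 0% = DMSO wells and 100% = unlabeled Bim-BH3 peptide competitor; inhibitors lower millipolarization by displacing the labeled peptide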
Target sequence (Q07817 whole entry, looked up): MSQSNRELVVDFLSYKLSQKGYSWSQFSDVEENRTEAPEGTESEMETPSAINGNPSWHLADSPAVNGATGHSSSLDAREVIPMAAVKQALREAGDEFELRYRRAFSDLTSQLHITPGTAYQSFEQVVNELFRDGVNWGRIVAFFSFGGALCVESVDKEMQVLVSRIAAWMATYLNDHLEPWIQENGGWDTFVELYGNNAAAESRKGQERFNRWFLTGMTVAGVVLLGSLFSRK
GRK2 aptamer HTS = blocks RNA aptamer binding to human GRK2. inhibition of aptamer binding, % at 10 µM. P25098. 0.59% of 330,000 active. bead flow cytometry, FAM-aptamer displacement from GRK2;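 active = inhibition of aptamer binding above 40%, roughly 3 SD of noise, on plates passing a quality check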;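 note: median bead fluorescence of bound FAM aptamer so fluorescent compounds give negative values; no value below 0 was filed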
Yeast superoxide = caloric restriction mimetics inhibiting age-related superoxide in yeast; S. cerevisiae aged cells, superoxide DHE fluorescence; active compounds read low; superoxide response (% of plate mean), % at 10 µM; 0.18% of 330,000 active;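 active = superoxide response under a set limit, about three screen SD below normal, cut at about 65% in these data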;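 note: yeast aged for seven days with compound at 30 °C before DHE staining; 100% = average MFI of all compound-treated wells on the plate with controls excluded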
CIT2 TOR yeast = yeast TOR pathway CIT2-GFP modulation; GFP response vs DMSO, % at 10 µM; 0.065% of 320,000 active; S. cerevisiae CIT2-GFP strain, flow cytometry, 3 h; 100 means same as DMSO wells;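 active = GFP response relative to DMSO above a set limit, near the screen mean plus 3 SD, cut at about 150% in these data; inconclusive = Fewer than 70 cells measured for a yeast strain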;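 note: ratio of well median GFP fluorescence to mean of DMSO wells on the plate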
MEX-5 binding = C. elegans MEX-5 TCR-2 RNA binding activity. MEX-5/FITC-TCR2 RNA binding, fluorescence polarization; active compounds read low. Q9XUB2. activity score (negative = inhibition of binding), % at 10 µM. AID 1832. 0.38% of 300,000 active;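 active = inhibition past about -25% in most replicates, and total fluorescence under double the plate's negative control median, limit read from the data; inconclusive = replicates evenly split on the limit, or fluorescence at least double controls; inactive = too little inhibition in most replicates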;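 note: 0% = DMSO and -100% = 5 µM competing unlabeled TCR2 RNA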
Target sequence (Q9XUB2 whole entry, looked up): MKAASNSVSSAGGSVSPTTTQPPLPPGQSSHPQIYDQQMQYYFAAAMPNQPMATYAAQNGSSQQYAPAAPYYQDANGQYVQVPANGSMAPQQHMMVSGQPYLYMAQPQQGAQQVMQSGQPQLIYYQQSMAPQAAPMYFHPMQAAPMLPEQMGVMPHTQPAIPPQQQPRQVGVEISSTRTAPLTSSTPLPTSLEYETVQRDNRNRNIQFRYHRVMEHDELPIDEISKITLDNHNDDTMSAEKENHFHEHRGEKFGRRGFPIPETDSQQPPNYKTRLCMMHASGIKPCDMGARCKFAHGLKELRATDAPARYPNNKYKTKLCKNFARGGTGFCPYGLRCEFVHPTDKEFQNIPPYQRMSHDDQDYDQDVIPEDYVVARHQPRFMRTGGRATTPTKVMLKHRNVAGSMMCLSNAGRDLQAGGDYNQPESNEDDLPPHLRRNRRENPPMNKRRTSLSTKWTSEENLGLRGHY
GLD-1 RNA inh = GLD-1-TGE RNA interaction inhibition (C. elegans). Q17339. purified GLD-1 + fluorescein TGE RNA, fluorescence polarization. inhibition, % at 5.96 µM. 0.44% of 320,000 active. AID 2280;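 active = percent inhibition above a per-plate cutoff, the plate mean of test compounds plus 3 SD, cut at about 30% in these data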;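 note: 0% = DMSO wells with GLD-1 and probe and 100% = wells lacking GLD-1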
MCL1-BIM inh = MCL1-BIM-BH3 interaction inhibition (human); AID 2057; inhibition, % at 10.9 µM; GST-MCL1 / FITC-Bim-BH3 fluorescence polarization; Q07820; 0.68% of 320,000 active;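 active = inhibition above the mean inhibition of all tested compounds plus 3 SD, set per campaign, cut at about 40% in these data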;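 note: 0% = DMSO wells and 100% = unlabeled Bim-BH3 peptide control; higher means more loss of mP so more displacement of Bim peptide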
Target sequence (Q07820 whole entry, looked up): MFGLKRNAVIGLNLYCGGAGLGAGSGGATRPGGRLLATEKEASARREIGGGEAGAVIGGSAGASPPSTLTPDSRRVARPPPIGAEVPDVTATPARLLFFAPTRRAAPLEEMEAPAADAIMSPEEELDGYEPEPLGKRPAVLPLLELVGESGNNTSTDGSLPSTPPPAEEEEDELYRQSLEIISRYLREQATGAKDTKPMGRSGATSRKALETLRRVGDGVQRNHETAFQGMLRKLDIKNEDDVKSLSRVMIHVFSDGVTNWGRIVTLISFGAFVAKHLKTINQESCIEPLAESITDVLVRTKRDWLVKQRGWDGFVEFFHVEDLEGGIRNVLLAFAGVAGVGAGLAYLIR
VLA-4 inh = inhibition in a human VLA-4 binding assay; P13612; VLA-4 expressing cells, ligand binding flow cytometry; inhibition, % (about 7 µM as worked out from the volumes in the protocol); 0.2% of 330,000 active; in the data active = inhibition above about 50%
Active calls of the source: *; ? = inconclusive; . = not tested or not shown.

SMILES	AGP1-GFP MLPCN	Bcl-xL primary	GRK2 aptamer HTS	Yeast superoxide	CIT2 TOR yeast	MEX-5 binding	GLD-1 RNA inh	MCL1-BIM inh	VLA-4 inh
C#CCOCCOCCOCCNc1nc(N2CCN(C(=O)[C@H](CCCCN)n3cc([C@@H](N)C(C)CC)nn3)CC2)nc(N2CCN(C(=O)[C@H](Cc3cc4ccccc4[nH]3)n3cc([C@@H](N)CC(C)C)nn3)CC2)n1 (some centres undefined)	92	4	0	93	97	11	0	7	9
O=c1[nH]c(C2CCN(S(=O)(=O)c3ccc(C(F)(F)F)cc3)CC2)nc2c1nnn2Cc1ccc(F)cc1	106	6	0	103	109	0.9	9	5	5
COc1ccc(CCNS(=O)(=O)c2cccc3nsnc23)cc1OC	110	1	5	88	104	1.0	0	1	4
O=C(O)c1ccccc1	102	.	2	99	97	.	5	.	10
Cc1c(C)c2ccc(OCC(=O)Nc3ccc(S(N)(=O)=O)cc3)c(C)c2oc1=O	100	-4	0	109	95	1.1	8	2	6
Cc1cc(Cl)c(S(=O)(=O)NC(C(=O)O)C(C)C)cc1OCC(=O)NC1CCCCC1 (centres undefined)	108	5	0	102	99	-0.8	10	0	-2
CCc1ccc(NC(=O)CSc2nnc(-c3ccco3)o2)cc1	?	0	3	65*	98	-1.5	9	2	-1
O=C(Nc1nnc(-c2cccs2)o1)c1cccc(C(F)(F)F)c1	102	0	0	144	99	2.8	5	5	15
COc1ccccc1NC(=O)CC1SC(=N)N(c2ccccc2)C1=O (centres undefined)	105	0	2	91	95	1.0	11	-3	0
COc1ccc(OC)c(NC(=O)CCc2c[nH]c3ccccc23)c1	102	-3	0	99	96	0.8	6	-1	7
O=C(Nc1ccccc1)c1cc(-c2ccccc2Cl)no1	99	-3	0	123	85	-2.2	9	7	-21
CC(=O)Nc1cccn(Cc2c(Cl)cccc2Cl)c1=O	100	0	0	101	91	-0.6	-7	-1	13
Cc1ccc2nc3sc(C(=O)Nc4c(C)[nH]c(=O)[nH]c4=O)c(N)c3cc2c1	103	10	0	91	100	-3.8	-9	9	6
Cc1cc([N+](=O)[O-])nn1CC(=O)NNC(=S)Nc1ccc(Cl)cc1	105	9	0	104	108	0.8	0	8	-9
O=C(O)/C=C/c1cn(-c2ccccc2)nc1-c1cc2ccccc2oc1=O	100	10	0	61*	92	-1.3	0	3	5
CCc1sc(C(=O)NCc2ccco2)cc1Br	100	1	0	95	94	-0.4	3	5	2
O=C(NC1CC1)C1=C[C@@H](C2CCCCC2)C[C@@H](OCc2ccc(CO)cc2)O1	102	-2	2	101	95	0.6	1	-5	-8
O=C(NC1CCCC1)C1(c2ccccc2)CCN(S(=O)(=O)c2ccccc2)CC1	103	6	0	89	99	-0.1	-1	5	-2
Clc1ccc(CNCc2cccs2)cc1Cl	91	1	0	83	88	-1.4	0	5	18
O=C(NCC1CCCO1)c1ccc(NC(=O)c2cccc(Cl)c2)cc1 (centres undefined)	109	1	3	100	98	2.9	-4	-9	0
O=C(NCCc1ccccc1)C(=O)NCC(c1ccco1)N1CCOCC1 (centres undefined)	83	3	2	101	74	0.9	-1	4	1
CC1Sc2ccc(S(=O)(=O)N3CCC(C(=O)Nc4cccc(Cl)c4)CC3)cc2NC1=O (centres undefined)	113	-5	2	107	113	8.9	-6	-20	11
Cc1cccn2cc(CNS(=O)(=O)c3ccc4ccccc4c3)nc12	100	3	19	94	95	-3.4	6	6	10
CC(C(=O)NCCN1C(=O)S/C(=C\c2cccs2)C1=O)N1C(=O)c2ccccc2C1=O (centres undefined)	98	15	0	95	101	2.0	1	-6	17
Cc1ccc(NC(=O)CN2CCC(C(=O)c3ccc(F)cc3)CC2)cc1	95	1	0	96	.	0.4	5	9	14
COc1ccc(-c2csc(/C(C#N)=C\c3cccc([N+](=O)[O-])c3)n2)cc1	104	-3	0	119	97	-2.5	-5	0	-31
COC(=O)c1[nH]c2ccc(Br)cc2c1NC(=O)CN1CCCCC1CCO (centres undefined)	103	7	1	96	.	0.2	6	5	15
CCNS(=O)(=O)c1ccc(NS(C)(=O)=O)cc1	99	3	0	111	102	-2.8	-1	-4	2
O=C(c1ccc(F)cc1)N1CCC(C(=O)N(Cc2ccccc2)c2ccccc2)CC1	98	3	0	89	86	.	-2	-1	12
Cc1ccc(Nc2nc3ccccc3n3cnnc23)cc1Cl	95	2	0	106	87	8.2	-6	3	4
COC(=O)CCC(=O)OC1(C)C(=O)C2=CN(CC3CC3)C(c3ccc(OC)cc3)=CC2=C(Br)C1=O (centres undefined)	104	33*	2	104	96	-18	21	35	-14
COc1cccc(/C=N/n2c(CO)nc3ccccc32)c1OC	86	-2	0	98	82	2.1	5	0	-11
CCC(O)c1c(-c2ccccc2)nn(C)c1Cl (centres undefined)	96	3	0	92	97	-0.4	9	-1	12
CC(C)(C)OC(=O)C[C@H]1C/C=C\C[C@@H](CC(=O)N[C@H](CO)Cc2ccccc2)C(=O)NC[C@@H](c2ccccc2)OC1=O	98	.	0	98	94	.	2	.	13
O=c1[nH]c(-c2ccc3c(c2)OCO3)nc2c1sc(=S)n2-c1ccccc1	100	3	5	105	94	1.2	-3	-4	0
CC(=O)N1CCCc2cc(S(=O)(=O)N(C)Cc3ccccc3)ccc21	94	2	2	94	94	0.6	3	1	4
Oc1cccc2ccc(/C=C/c3ccccc3Br)nc12	92	3	0	109	95	-2.2	0	9	31
N#Cc1cnn(-c2ccccc2)c1NC(=O)CN1CCN(c2ccccc2)CC1	106	4	0	108	98	-1.6	2	2	-4
Cc1cccc(COc2ccccc2/C=N/Nc2ccc([N+](=O)[O-])cc2)c1	106	-20	0	83	113	4.1	-21	-64	-71
CCc1c(C(=O)Nc2ccc(OC)cc2)[nH]c(C)c1C(C)=O	113	3	3	100	99	-1.0	6	1	18
O=C(Nc1ccc2c(c1)OCCO2)c1cccc(Cl)c1	87	6	1	101	93	0.0	9	2	8
CCNC(=O)COc1ccc(S(=O)(=O)Nc2ccccc2)cc1	113	5	1	98	108	.	-2	4	3
NC(=S)Nc1cccc2cc3ccccc3cc12	95	57*	0	96	.	-0.5	15	53*	-33
OC(COCc1ccccc1)Cn1cnc2ccccc21 (centres undefined)	94	5	0	88	99	1.2	0	5	8
Cc1ccc(OCCCCNC2CCCCC2)c(C)c1	102	1	0	105	104	-2.1	1	-2	9
Cc1ccc(S(=O)(=O)NNC(=O)Nc2ccccc2F)c(C)c1	105	8	0	97	108	1.1	9	-3	-8
O=C(NCc1ccc(F)cc1)C1CCCN1S(=O)(=O)c1cccc2nsnc12 (centres undefined)	106	8	0	94	126	0.9	4	9	-22
O=C(NCCN1CCOCC1)c1cc(=O)[nH]c2ccc(Br)cc12	96	2	3	99	88	1.4	-1	-2	14
CCOC(=O)C1=C(C)NC(SC)=C(C#N)C1CC(C)C (centres undefined)	111	3	0	102	110	-0.3	9	-1	6
COc1ccc(C(=O)OCC(=O)N(C)C2CCS(=O)(=O)C2)cc1Br (centres undefined)	107	-1	0	95	96	.	6	5	1
CCOC(=O)C1CCN(c2cc3c(cc2NC(=O)c2ccc(F)cc2)n(C)c(=O)n3C)CC1	95	3	3	99	98	2.7	1	0	13
COc1ccc(/C=C/C(=O)NC(C)(C)C)cc1S(=O)(=O)N1CCOCC1	95	5	1	97	94	.	-10	9	17
c1ccc(-c2nnc(-c3ccccn3)nn2)nc1	93	0	11	95	92	-42*	-3	12	1
CCN(CC)CCNCc1cc(Cl)ccc1OCc1ccccc1F	95	0	0	98	102	-0.8	-6	-3	11
Cc1ccc(S(=O)(=O)NC2CC2)cc1[N+](=O)[O-]	101	5	6	92	98	1.6	4	9	0
CCN1C(=O)[C@H]2[C@@H](c3ccc(-c4cccc(Cl)c4)c(OC)c3)N3CCCC[C@@]3(C(=O)OC)[C@H]2C1=O	111	.	6	87	118	.	4	.	-16
COc1ccc(CNC(=O)c2cc(S(=O)(=O)N3CCCCC3)ccc2Cl)cc1OC	107	.	0	98	102	.	4	.	5
S=C(NCc1ccncc1)Nc1ccc(Cl)cc1	86	2	0	97	77	3.5	4	-4	-3
CC(OC(=O)CNS(=O)(=O)/C=C/c1ccccc1)C(=O)Nc1ccc(S(=O)(=O)N2CCCC2)cc1 (centres undefined)	93	1	1	97	92	-2.5	-1	-8	0
CCOc1ccc(N2C(=O)CC(N3CCN(c4ccccc4OC)CC3)C2=O)cc1 (centres undefined)	101	-1	1	99	105	-1.5	-4	0	20

Looked up one by one from the list above (two):
SMILES	AGP1-GFP MLPCN	Bcl-xL primary	GRK2 aptamer HTS	Yeast superoxide	CIT2 TOR yeast	MEX-5 binding	GLD-1 RNA inh	MCL1-BIM inh	VLA-4 inh
Cc1ccc(S(=O)(=O)NNC(=O)Nc2ccccc2F)c(C)c1	105	8	0	97	108	1.1	9	-3	-8
O=C(NCc1ccc(F)cc1)C1CCCN1S(=O)(=O)c1cccc2nsnc12 (centres undefined)	106	8	0	94	126	0.9	4	9	-22

(further entries)
SMILES	AGP1-GFP MLPCN	Bcl-xL primary	GRK2 aptamer HTS	Yeast superoxide	CIT2 TOR yeast	MEX-5 binding	GLD-1 RNA inh	MCL1-BIM inh	VLA-4 inh
COc1cc(C(=O)NC(=S)NNC(=O)[C@H]2C[C@@H]2c2ccccc2)cc(OC)c1OC	102	3	2	89	92	0.2	1	13	17
O=C(N/N=C/c1ccc2c(c1)OCO2)c1cccnc1	111	0	2	99	104	0.0	4	4	2
Cc1nnc(SCC(=O)Nc2ncc(S(=O)(=O)c3ccc([N+](=O)[O-])cc3)s2)s1	89	5	0	106	89	-2.7	12	6	2
COc1ccc(C(=O)NC(C)CCCC(C)(C)O)cc1OC1CCN(C(C)=O)CC1 (centres undefined)	98	.	2	99	102	0.8	.	.	6
Cc1cc2c(=O)n(Cc3ccco3)c(SCC(=O)NCc3ccco3)nc2s1	102	9	6	106	112	-3.6	3	12	13
CC1Cc2ccccc2N1C(=O)C1CCCN(S(=O)(=O)c2cccc3cccnc23)C1 (centres undefined)	106	3	0	99	109	.	-5	-2	-31
CC(Cc1ccc(Cl)cc1)N1CCC(n2nccc2NC(=O)C2CCCC2)CC1 (centres undefined)	97	5	0	108	95	6.6	1	-4	-5
NC(=O)NC(=O)COC(=O)c1ccc2c(c1)C(=O)N(Cc1ccccc1)C2=O	106	3	3	88	91	-1.8	-1	2	4
COc1ccc2c(c1)C1=NN(/C(C)=C\C(C)=O)C(c3ccccc3)C1CC2 (centres undefined)	110	-2	0	134	108	-2.6	3	7	-75
O=C(CSc1ccccc1)Nc1nc2ccccc2[nH]1	100	-1	0	101	91	-0.4	-2	-2	17
COc1ccc(-c2cnnn2-c2ccc(NC(=O)/C=C/c3ccc(OC)c(OC)c3)cc2)cc1	104	-1	1	91	102	-1.8	-8	-3	10
N#CCC(=O)N/N=C/c1ccc(OS(=O)(=O)c2ccccc2)cc1	97	-9	0	106	99	-1.5	-13	-9	16
COc1cc2c(cc1OC)C(c1ccccc1O)N(C1CC(=O)N(c3ccccc3)C1=O)CC2 (centres undefined)	105	9	1	97	102	.	0	7	1
COc1cccc(CNC(=O)C2Cc3cc(S(=O)(=O)N4CCCC4)ccc3N2C(C)=O)c1OC (centres undefined)	101	-2	0	148	99	2.9	-2	-1	1
COc1cccc(C2CC(c3cccs3)=NN2C(=O)CSc2nc3ccccc3o2)c1OC (centres undefined)	101	3	3	96	99	1.5	5	5	2
C=CCNC(=O)c1onc(CSc2ccc(F)c(F)c2)c1C(=O)NCC=C	84	5	53*	98	82	-1.5	-7	6	5

Compound activity deposited in PubChem by several laboratories.
